TcdB inh: blocks C. difficile toxin B glycohydrolase activity. P18177. TcdB glycohydrolase enzymatic assay, plate reader. inhibition, % at 9.99 µM. hit rate 0.24% among 350,000. AID 652162; in the data active = inhibition above about 10%
Y pestis TopoI: Y. pestis Topo-I inhibition via cleavage products; Y. pestis Topo-I cleavage product accumulation, plate reader; activity, % at 10 µM; hit rate 0.064% among 360,000; in the data active = activity above about 50%, passing the limit was not always enough; inconclusive = no clear call, values can overlap the other calls; also: inactives centre near 2
3CLpro inhibitor: SARS-CoV 3CLpro protease inhibition | recombinant SARS-CoV 3CLpro, quenched FRET peptide cleavage | P0C6X7 | inhibition, % at 6 µM | hit rate 0.14% among 290,000 | AID 1706; in the data active = inhibition above about 12%
SSB-PriA inh: K. pneumoniae PriA-SSBct interaction inhibition; AID 1272365; hit rate 0.6% among 430,000; inhibition, % at 33 µM; AlphaScreen SSBct-PriA binding, biotinylated peptide; in the data active = inhibition mostly above about 37%, no sharp cut-off; inactive = mostly below about 20%;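 also: plate controls were negative control peptide for no effect and reference peptide for full effect; strong numbers were not always called active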
PrPC TRFRET: reduces human prion protein on the cell surface; P04156; cell surface PrPC, TR-FRET read-out; inhibition, % at 13.8 µM; hit rate 0.43% among 370,000; in the data active = inhibition above about 24%; also: 0% = median of the test wells and 100% = reference compound wells
BoNT-A LC inh2: BoNT A light chain protease inhibition | multiplex microsphere protease substrate cleavage, flow cytometry | hit rate 0.17% among 360,000 | inhibition, % at 10 µM | AID 588499; also: plate controls were buffer without enzyme for full effect and enzyme alone for no effect
PfHsp40 rescue: restores yeast growth despite PfHsp40 toxicity; hit rate 0.68% among 340,000; AID 504582; growth rescue, % at 12.5 µM; S. cerevisiae expressing PfHsp40, growth rescue, ATP luminescence; in the data active = growth rescue above about 28%, passing the limit was not always enough; inconclusive = no clear call, values can overlap the other calls;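 also: yeast W303a lacking pdr1 and pdr3 grown in galactose medium; growth measured after three days at 30 °C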
BH1578 lux ind: quorum light induction in luxS cqsA deficient V. cholerae. activation, % at 18.7 µM. V. cholerae BH1578 lux reporter, luminescence, 6 h. hit rate 0.16% among 350,000; in the data active = activation mostly above about 9.7%, no sharp cut-off; inconclusive = no clear call, values can overlap the other calls; inactive = mostly below about 3.7%; also: not every result past the cut was called active; inactives centre near 0; reference of the scale not given here
Anthrax LF prot: inhibitors of Bacillus anthracis lethal factor protease; P15917; multiplex microsphere protease cleavage assay, LF; inhibition, % at 10 µM; hit rate 0.12% among 360,000; also: plate controls were buffer without enzyme for full effect and enzyme alone for no effect
* hit, by the source's call; i = inactive; ? = inconclusive; . = no result given. Rule as the data show it, unless noted: active = inhibition above about 30%; inconclusive = no clear call, values can overlap the other calls; inactive = below that. Not all compounds are listed; the hit share may differ from the screen's.

Each structure is followed by: TcdB inh	3CLpro inhibitor	SSB-PriA inh	BH1578 lux ind	Anthrax LF prot	PrPC TRFRET	PfHsp40 rescue	BoNT-A LC inh2	Y pestis TopoI
1: O=C(O)CC(SCc1ccc(C(=O)O)o1)C(=O)O (stereo not given)
    .	-4.5	-10.3	-1.4	-2.2	1.4	1.1	0.1	4.2
2: Cc1[nH]nc(N=CC2=C(O)CC(c3ccco3)CC2=O)c1-c1ccc(Cl)cc1 (stereo not given)
    1.7	0.5	-7.6	-0.2	-0.6	-5.5	0.7	-3.4	-1.8
3: CC(C)(C)C1CCc2onc(C(=O)O)c2C1 (stereo not given)
    1.7	1.3	2.9	-0.2	7.0	-3.5	-0.8	0.7	2.6
4: CCOc1ccc(CCN2C(=O)C(=O)N([C@@H](CC(C)C)CN3CCC[C@H]3CN3C(=O)C(=O)NC[C@@H]3Cc3ccccc3)C[C@@H]2CC(C)C)cc1
    0.7	.	.	.	-4.5	-9.6	.	-0.6	.
5: CCCNS(=O)(=O)c1cc2c(cc1Br)CCN2C(=O)CC
    1.9	.	-2.5	0.0	-8.5	4.1	0.7	0.6	0.1
6: CCn1nnc2cc(C(=O)Nc3cccc(S(=O)(=O)N(C)C)c3)ccc21
    0.2	.	-1.4	i	-1.6	10.4	0.1	0.2	1.9
7: Cc1cc(C)c2nc(NC(=O)c3ccc(OCC4CCCO4)cc3)sc2c1 (stereo not given)
    -3.3	0.4	-10.8	-0.2	1.2	6.0	-1.3	-0.2	-5.0
8: CCOC(=O)C1CCCN(c2nc3ccccc3nc2C(C#N)C(=O)OCC)C1 (stereo not given)
    .	2.1	-19.0	6.2	-0.5	2.9	1.8	2.0	-5.5
9: Cn1c(N)c(C#N)c2c(c1=S)CSC(C)(C)C2
    .	1.1	-7.6	i	4.1	-19.6	-1.7	6.3	5.0
10: COc1ccc(CNS(=O)(=O)c2ccc3c(c2)CCN3C(=O)C2CC2)cc1
    .	-2.7	-4.3	-1.7	-3.4	1.7	-0.4	-0.4	-11.8
11: COc1ccc(CNC(=O)C/C(C)=N/NC(=O)COc2ccc(Br)cc2)cc1
    -1.2	1.6	.	6.7	-1.0	-4.8	-0.5	0.2	0.0
12: O=C(Nc1ccc2[nH]ccc2c1)c1ccccc1
    -0.2	-0.9	-1.5	-0.5	-12.1	-5.5	0.2	-0.5	-4.1
13: Cc1cc(C)c2c3c(sc2n1)C(=O)N(Cc1ccccc1)CC(=O)N3
    .	2.8	-7.1	-0.7	-7.4	9.4	-1.1	-0.8	-6.9
14: CC1CCN(C(=O)CN2C(=O)C(C)(C)Oc3ccc(C(=O)NC(C)C)cc32)CC1
    2.2	-5.4	2.3	0.0	-2.3	-4.3	-0.6	-0.9	2.0
15: O=C(O)C1CC(O)CN1S(=O)(=O)c1ccc2ccccc2c1 (stereo not given)
    0.6	.	0.5	-7.1	6.5	5.6	-1.1	-0.4	-2.1
16: COc1ccc(N2CCN(CCCNC(=O)CN3CCN(Cc4ccccc4C)C3=O)CC2)cc1
    .	7.9	38.5	i	-5.1	-7.8	-0.8	-0.3	9.5
17: CCOC(=O)c1c(-c2ccc(OC)cc2)csc1NC(=O)CSc1ncnc2sccc12
    1.7	0.2	-1.2	i	-1.4	9.6	-2.0	0.4	0.1
18: O=C(NCc1ccc(Cl)cc1)C(=O)NCC1OCCCN1S(=O)(=O)c1cccs1 (stereo not given)
    0.3	0.7	0.2	0.7	-8.4	7.0	-0.7	0.3	19.9
19: CN(Cc1ccon1)Cc1cn(Cc2ccccc2)nc1-c1ccc2c(c1)OCO2
    -4.7	4.6	-13.0	-0.5	-5.4	8.0	-1.2	-0.9	10.3
20: O=C(OCC(=O)N1CCN(S(=O)(=O)c2ccc(Cl)cc2)CC1)c1ccc([N+](=O)[O-])o1
    0.7	2.1	-3.1	i	0.3	-10.6	-0.3	0.8	11.3
21: COC(=O)c1ccc(Cl)c(NS(=O)(=O)c2ccc3c(c2)OCCO3)c1
    .	8.3	-7.6	1.6	2.5	12.8	0.8	1.6	1.7
22: COc1ccccc1-n1c(O)c(C=NC2CC2)c(=O)[nH]c1=O
    1.7	2.4	2.0	i	-10.7	4.2	-1.7	0.4	-0.9
23: Cc1ccc(NC(=S)N(CCN(C)C)Cc2cccs2)c(C)c1
    0.4	1.1	5.3	-0.3	-1.6	-2.4	0.7	0.3	-6.1
24: Cc1ccc(S(=O)(=O)N2CCCC(C(=O)NCc3ccccn3)C2)cc1 (stereo not given)
    .	0.8	-10.1	-1.2	-2.0	5.0	-0.9	-0.7	-2.2
25: C=CCc1ccc(OC)cc1
    0.6	.	-6.4	-0.3	-4.1	1.5	-1.4	0.1	2.1
26: O=C(NCc1ccccc1)c1ccc(CS(=O)Cc2cccc(Cl)c2)o1 (stereo not given)
    0.3	.	.	-3.3	-9.4	-3.4	.	0.4	0.3
27: COc1cc(/C=N/NC(=O)CC#N)ccc1Oc1nc(Cl)ncc1F
    0.8	-0.4	.	i	-11.3	-2.6	3.2	-3.7	-1.7
28: Cc1cccc(NC(=O)N2CCC(NC(=O)c3ccccc3C)CC2)c1
    .	-2.4	-13.2	-0.3	-0.8	-4.7	1.3	0.4	-3.9
29: CCN1C(=O)C2(C(C#N)=C(N)Oc3n[nH]c(C(C)C)c32)c2ccccc21 (stereo not given)
    .	-2.1	-3.3	i	-8.3	1.0	0.6	-0.1	-1.5
30: Cc1ccc(CNC(=O)CNC(=O)c2ccc(C(C)(C)C)cc2)n1C
    0.5	.	-2.3	i	-5.7	-3.1	-0.2	-2.9	-4.1
31: O=C(N/N=C/c1cccc(F)c1)NC1CCCCC1
    .	3.3	.	2.2	-1.5	-5.3	0.2	-0.1	8.5
32: Cc1cc(C(C)(C)C)ccc1OCCCCN1CCCC1
    .	7.0	0.9	-0.2	0.6	1.8	0.7	-0.5	-2.8
33: O=C(CC(C(=O)N1CCc2ccccc21)n1ccnc1)NCc1cccnc1 (stereo not given)
    .	0.0	-2.5	-2.5	-5.0	-1.7	0.1	-0.5	3.4
34: CN(C)C(CNC(=O)CN1C(=O)NC2(CCCC2)C1=O)c1ccccc1 (stereo not given)
    0.4	.	-7.4	-5.7	1.2	-5.4	2.2	1.4	9.2
35: CCOC(=O)Cn1nc(-c2ccc(C)cc2)ccc1=O
    .	4.5	-14.4	i	-2.6	-2.6	-0.4	-0.8	1.4
36: CCOC(=O)Nc1c(C(=O)OC)[nH]c2cc(OC)ccc12
    .	-4.0	1.7	i	-7.4	3.0	-1.1	0.1	-9.1
37: O=C(NCC(c1cccs1)N1CCOCC1)C1CCN(S(=O)(=O)c2c(Cl)cccc2Cl)CC1 (stereo not given)
    -0.6	.	4.4	i	0.1	-12.1	-0.7	-1.0	13.1
38: O=C(N/N=C/c1ccncc1)c1cc2ccccc2o1
    -0.1	-2.4	.	-0.3	0.0	-8.2	1.0	0.4	-3.8
39: CCOC(=O)NC(Nc1sc2c(c1C(N)=O)CCCC2)(C(=O)OCC)C(F)(F)F (stereo not given)
    .	1.6	-1.6	-2.4	1.9	-0.5	0.1	?	7.5
40: O=C(Nc1ccc(F)cc1)N1CCN(c2nc3ccccc3s2)CC1
    .	-0.5	-7.9	-0.7	-7.6	8.1	-0.3	-0.1	5.8
41: COc1nc(-c2cccs2)cc(-c2ccc(C)cc2)c1C#N
    .	-3.9	-35.1	i	-3.1	-6.3	-1.3	5.1	-3.0
42: Cc1ccc(NC(=O)CN(C)C(=O)c2cccc(S(=O)(=O)NCc3cccs3)c2)cc1
    0.6	.	-3.3	0.9	0.3	10.1	0.4	1.0	0.5
43: COC(=O)c1cc(S(=O)(=O)NCCc2ccc(Cl)cc2)c[nH]1
    2.3	1.0	-9.8	-0.3	-7.2	-2.0	-0.2	-0.6	2.9
44: NC(=O)c1ccc(NC(=O)Cc2ccc(S(=O)(=O)N3CCCCC3)cc2)cc1
    1.0	.	-1.5	i	-0.1	6.2	0.2	-0.1	-2.5
45: CC(=O)N/C(=C\c1ccccc1)C(=O)NCc1ccc2c(c1)OCO2
    0.7	0.9	-6.9	i	-1.4	-0.1	-1.6	0.1	-4.9
46: CC(C)c1ccc(N(CC(=O)NCc2cccnc2)S(=O)(=O)c2ccccc2)cc1
    -11.4	2.9	-3.9	-0.9	-11.3	-15.7	-0.2	-1.2	16.5
47: CC1CCCCC12NC(=O)N(CC(=O)NCc1ccc3c(c1)OCO3)C2=O (stereo not given)
    1.1	0.6	8.9	-0.7	1.5	5.0	-1.6	0.1	2.7
48: Cc1cc(C)c(NC(=O)CNC(=O)Cc2sc(C)nc2-c2ccc(F)cc2)c(C)c1
    0.7	.	-0.4	i	2.1	-0.2	-0.9	0.2	-10.7
49: CN(C)c1ccc(-c2ccnc3c2CC(C)(C(=O)Nc2ccc(F)c(Cl)c2)O3)cc1 (stereo not given)
    1.4	.	.	-1.6	-3.3	-2.9	.	-0.5	5.8
50: O=C(Cn1cc([N+](=O)[O-])cn1)N1CCc2ccccc21
    .	1.9	-11.9	i	-0.7	-7.4	1.4	3.6	13.0
51: CC(NC(=O)CN1C(=O)NC2(CCc3ccccc32)C1=O)c1ccc2c(c1)OCCO2 (stereo not given)
    -11.0	.	-4.5	i	1.2	-0.5	-1.8	2.7	7.1
52: CCOC(=O)Cc1ccc(Nc2nc3cc(-c4sccc4C)sc3c(=O)n2C)cc1
    0.4	.	.	i	6.6	-10.0	.	1.9	4.8
53: CC(C)CN1CCN(Cc2ccc(C(F)(F)F)cc2)CC1CCO (stereo not given)
    0.6	-1.1	-3.3	i	-4.3	-7.2	0.9	0.6	4.5
54: O=C(NC1CCS(=O)(=O)C1)N1CCCCC1 (stereo not given)
    .	4.4	2.8	-11.1	0.3	-4.5	-1.0	0.4	2.7
55: COc1cc2ccccc2cc1C(=O)N1CCCC1
    0.8	-4.7	-21.7	-0.4	-2.0	-1.6	-0.6	-2.9	4.5
56: Cc1cc(/C=c2/sc3nc4ccccc4n3c2=O)c(C)n1-c1ccccn1
    .	4.2	.	-3.3	-2.2	0.3	-0.7	0.7	1.8
57: CC1(C(=O)NS(=O)(=O)c2cccc(OC(F)F)c2)CCN1C(=O)c1ccccc1CCc1ccccc1 (stereo not given)
    -2.2	.	.	-0.8	-6.3	0.9	.	-0.2	19.6
58: Clc1ccc2oc(-c3ccccc3)nc2c1
    .	2.9	-44.0	-2.9	2.8	-0.3	-0.2	1.1	1.3
59: COC(=O)[C@]12CCCCC=C1N(Cc1ccc(Cl)cc1Cl)C(=O)[C@H](CC(=O)N1CCN(C(=O)c3ccco3)CC1)C2
    0.6	.	.	.	-2.6	-0.9	.	0.0	.
60: O=c1cc(O)n(-c2ccc(F)cc2)c(=S)[nH]1
    .	2.8	1.9	0.6	0.0	-5.9	-1.2	0.2	5.2

Entries of single compounds, looked up by structure. Screens in order: TcdB inh, 3CLpro inhibitor, SSB-PriA inh, BH1578 lux ind, Anthrax LF prot, PrPC TRFRET, PfHsp40 rescue, BoNT-A LC inh2, Y pestis TopoI
Shown for O=C(NC1CCS(=O)(=O)C1)N1CCCCC1 (stereo not given) → ., 4.4, 2.8, -11.1, 0.3, -4.5, -1.0, 0.4, 2.7
Shown for CCOC(=O)Cn1nc(-c2ccc(C)cc2)ccc1=O → ., 4.5, -14.4, i, -2.6, -2.6, -0.4, -0.8, 1.4

The listing continues:
Each structure is followed by: TcdB inh	3CLpro inhibitor	SSB-PriA inh	BH1578 lux ind	Anthrax LF prot	PrPC TRFRET	PfHsp40 rescue	BoNT-A LC inh2	Y pestis TopoI
61: CC1(C)CC(=O)c2cnc3nc4ccccc4n3c2C1
    1.2	-1.1	2.1	-0.1	-0.9	4.2	0.6	-0.7	2.1
62: CC1CCCC(NC(=O)CC2Nc3ccccc3NC2=O)C1C (stereo not given)
    .	-1.4	7.0	1.0	-0.9	1.8	0.4	0.2	-1.4
63: O=C(NCC1COc2ccccc2O1)c1cccc(S(=O)(=O)NCc2ccccc2)c1 (stereo not given)
    0.5	.	9.1	i	1.0	3.6	0.4	4.7	27.8
64: COc1cccc(-c2ccc3c(c2)C2CC3CCN2C(C)=O)c1 (stereo not given)
    0.2	.	-9.9	i	-0.8	-2.5	-1.1	-0.7	16.8
65: CCc1nc2ccc(C(=O)N3CCN(CC)CC3)cc2nc1CC
    0.7	0.9	-0.2	i	11.3	2.3	-0.7	-4.7	-6.5

Assay outcomes (PubChem BioAssay)
